Polio RdRp inh = inhibitors of poliovirus RNA polymerase binding and polymerization | 150,000 compounds, 0.66% hits | poliovirus polymerase elongation, fluorescence polarization; hits give low values | % elongation, % (compound at 16.7 µg/mL); in the data active = % elongation below about 90%; note: some results filed as inactive read as strong as hits
Target sequence (P03300 1749-2209 limits assumed): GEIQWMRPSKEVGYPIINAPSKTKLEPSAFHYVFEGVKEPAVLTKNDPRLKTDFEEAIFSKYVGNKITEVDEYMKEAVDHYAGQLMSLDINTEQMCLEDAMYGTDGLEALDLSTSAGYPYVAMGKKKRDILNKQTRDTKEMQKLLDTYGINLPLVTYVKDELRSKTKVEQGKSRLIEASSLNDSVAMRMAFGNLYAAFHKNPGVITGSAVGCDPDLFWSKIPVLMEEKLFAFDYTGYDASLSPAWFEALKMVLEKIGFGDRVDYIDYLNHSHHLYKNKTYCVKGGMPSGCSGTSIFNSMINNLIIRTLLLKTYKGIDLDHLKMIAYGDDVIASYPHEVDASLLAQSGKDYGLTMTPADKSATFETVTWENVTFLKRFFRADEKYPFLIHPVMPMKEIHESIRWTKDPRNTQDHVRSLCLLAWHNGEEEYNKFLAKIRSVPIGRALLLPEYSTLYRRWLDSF
Polio RdRp inh FP z-score = recorded beside Polio RdRp inh, whose call it bears; z-score; measured here: FP z-score; hits read low
The depositor's hits bear a star; & = joins results of further samples. These rows are one share of the data; the hit share may differ from the screen's.

SMILES	Polio RdRp inh	Polio RdRp inh FP z-score
CCn1c(C(=O)NCc2ccc(OC)cc2)cc2sc(Cl)cc21	101.0	-0.9
COc1ccc(C(=O)NC(=S)Nc2ccc(NC(=O)c3ccco3)cc2)cc1Cl	98.0	-0.6
O=C(CCCCn1c(=O)[nH]c2ccsc2c1=O)NCc1cccnc1	101.0	0.2
COc1ccccc1NC(=O)C1CCC(CNS(=O)(=O)c2ccc3c(c2)CC(C)N3C(C)=O)CC1 (stereo not given)	118.0	0.3
Cc1cc(=O)c2nncn2[nH]1	96.0	-0.6
CC1(NC(=O)Cc2n[nH]c(=O)c3ccccc23)CCS(=O)(=O)C1 (stereo not given)	97.0	-0.6
CNC(=O)COC(=O)CN1C(=O)c2ccccc2C1=O	105.0	0.3
Cc1cccc(C(CC(=O)NCc2cccs2)n2cccc2)c1 (stereo not given)	103.0	1.2
COC(=O)c1ccc(COC(=O)c2cc3c(s2)CCC(C)C3)o1 (stereo not given)	111.0	0.9
O=C(CN1C(=O)C2(SCC(=O)N2c2ccccc2)c2ccccc21)NCc1ccccc1Cl (stereo not given)	108.0	0.5
Cc1ccccc1-n1c(O)c(C=NCC2CCCO2)c(=O)[nH]c1=S (stereo not given)	100.0	0.2
CC(C)Cn1cc(NC(=O)NCc2ccccc2)c2ccccc2c1=O	12.0*	-7.2*
N#CCCn1c(-c2cncs2)nc2ccccc21	103.0	0.1
Cc1cc2c(n1-c1ccc(C(=O)NC(C)c3ccccc3)cc1)CCCC2 (stereo not given)	103.0	0.5
COC(CNC(=O)c1cccc2c1C(=O)N(Cc1cccnc1)C2)OC	103.0	0.2
CC(=O)c1cc(-c2ccccc2)n(CCC(=O)Nc2ccc(C(C)C)cc2)c1C	106.0	0.3
Cc1ccc2[nH]c3nc(NN)nnc3c2c1	102.0	0.2
CC(=O)c1ccc(NC(=O)c2cc3sccc3n2Cc2ccc(F)cc2)cc1	107.0	0.9
Oc1ccccc1-c1nnc(SCc2ccccc2)n1-c1ccccc1	102.0	0
CCCCc1cc(=O)oc2cc(OC(C)=O)cc(OC(C)=O)c12	99.0	-0.8
C=CCn1c(C#N)c(N)sc1=N	103.0	0.4
CCC(=O)Nc1sc2c(c1C#N)CC(C)(C)NC2(C)C	102.0	0.1
Cc1cc(Cl)ccc1Nc1ncnc2onc(C)c12	109.0	0.3
CCOC(=O)C1CCCN(C(=O)CCc2nc3ccccc3s2)C1 (stereo not given)	106.0	0.5
Cc1ccccc1C(=O)NC1(C(F)(F)F)C(=O)Nc2c1c(=O)[nH]c(=O)n2-c1ccc(F)cc1 (stereo not given)	108.0	0.6
COc1ccc(-c2cc(C(C)=O)c(C)n2CCC(=O)NCc2ccc(C)cc2)cc1	104.0	-0.2
N#Cc1ccc(COC(=O)COc2ccccc2)cc1	100.0	-0.3
CCc1ccccc1NC(=O)Nc1nnc(N(C)Cc2ccccc2)s1	104.0	-0.8
Cc1ccc(Cl)cc1N1CCN(CCCNC(=O)Cn2ncc3c([nH]c4ccccc43)c2=O)CC1	104.0	-0.6
Cc1cc(NCC(=O)Nc2ccc(N3CCOCC3)cc2)ccc1Br	100.0	-0.3
c1ccc(CCCn2cnc3ccccc32)cc1	103.0	0.5
COc1ccc(-n2c(SC3CCOC3=O)nc3ccccc32)cc1 (stereo not given)	102.0	0.1
CCOC(=O)C1=C(CNCc2ccc(Cl)cc2)NC(=O)NC1c1ccccc1 (stereo not given)	107.0	0.1
N#Cc1c(N2CCCC2)nc(-c2ccccc2)c2c1CCCC2	103.0	0.2
Cc1ccc2c(c1)c(=O)c(C(=O)c1ccncc1)cn2CC(=O)Nc1ccc(C(C)C)cc1	113.0	1.4
O=C(/C=C/c1cccs1)N(CC1CCCO1)C1CCS(=O)(=O)C1 (stereo not given)	104.0	0.1
O=C1CCC(=O)N1CC(=O)N1N=C(c2ccc(Cl)cc2)CC1c1ccco1 (stereo not given)	108.0	0.5
COCc1nnc(NC(=O)Cc2ccccc2)s1	100.0	-0.7
COc1cc2oc(=O)c(CC(=O)NCc3ccc(OC)c(OC)c3)c(C)c2cc1Cl	110.0	0.8
CCn1c(=O)c2cc(C(=O)N3CCN(C(=O)c4ccco4)CC3)sc2c2ccccc21	101.0	0.2
CN(CC(=O)N1CCCCC1)c1nnc(N2CCCC2=O)s1	104.0	1.4
O=C(NC1CC(=O)N(c2ccc(Cl)cc2)C1)c1cc2ccccc2o1 (stereo not given)	104.0	-0.7
Oc1ccc(-c2nc(-c3ccccc3)c(-c3ccc(Br)cc3)[nH]2)cc1	109.0	1.1
N#C/C(=C\c1ccc2c(c1)OCO2)c1ccccc1	100.0	0
COC1C(OC)N(S(=O)(=O)c2ccc(C)cc2)CCN1S(=O)(=O)c1ccc(C)cc1 (stereo not given)	99.0	-0.2
COc1ccccc1N1CCN(S(=O)(=O)c2cc(-c3cc(C)no3)ccc2C)CC1	114.0	1.4
COC(=O)c1sccc1S(=O)(=O)N(CC(=O)NCc1ccc(F)cc1)c1ccc(Cl)cc1	107.0	0.2
Cc1ccccc1-n1c(N)cc(=O)n(Cc2cccs2)c1=O	103.0	0.7
Cc1ccc(-c2cc(C(=O)N/N=C/C=C/c3ccccc3)n[nH]2)o1	102.0	0.2
COC(=O)C(C)NC(=O)N1CCN(c2nnc(C)c3c(C)n(-c4ccc(Cl)cc4)nc23)CC1 (stereo not given)	108.0	0.2
The results go on.
SMILES	Polio RdRp inh	Polio RdRp inh FP z-score
CCC(C)(C)NC(=O)C1CCC(CNS(=O)(=O)c2ccc3c(c2)CC(C)N3C(C)=O)CC1 (stereo not given)	114.0	-0.1
O=C(c1sc(N2CCOCC2)nc1-c1ccccc1)c1c[nH]c2ccccc12	96.0	-2.2
COC(=O)c1ccc2c(c1)C(=O)/C(=C/c1ccc(O)cc1)O2	104.0	1.3
COc1ccc(N(C)C(=O)c2cn(C3CCCC3)c(=O)c3c2c2ccccc2n3C)cc1	101.0	-0.7
COc1ccccc1N(CC(=O)NCc1ccco1)S(C)(=O)=O	102.0	0.1
O=C(O)c1ccc(-c2ccc(Br)cc2)cc1	102.0	0.1
COc1ccc(Nc2nc(N3CCN(S(C)(=O)=O)CC3)nc3ccccc23)cc1	96.0	-0.5
Cc1ccccc1NC(=O)CSC1CCCCC1	100.0	0
Cc1cc(=O)n2c(C(=O)Nc3ccc(F)c(Cl)c3)c(C(=O)Nc3cccc(C)c3C)sc2n1	107.0	0.2
O=C(Cc1c[nH]c2ccccc12)OCC(=O)N1CCCCC1	109.0	0.8
Cc1ccc(OCC(O)CNCc2ccc(F)cc2)cc1 (stereo not given)	103.0	0
Cc1ccc2ccccc2n1	99.0	-0.4
Cc1ccc(S(=O)(=O)Nc2nc(O)c(C3=c4ccccc4=NC3=O)s2)cc1	103.0	0.4
Cc1ccc(S(=O)(=O)C2(C(=O)N3CC4CC(C3)c3cccc(=O)n3C4)CC2)cc1 (stereo not given)	99.0	-0.1
Cc1c(Cl)sn(-c2ccc(Cl)cc2)c1=O	101.0	0.1
Cc1cccc(-n2ncc(C(=O)NC3CC3)c2-n2cccc2)c1	103.0	1.6
CCOC(=O)c1c(NC(C)=O)c2c3c(sc2n1Cc1nc(-c2ccccc2C)oc1C)CCCC3	106.0	0.1
CCCOc1ccc(Oc2nc(N(C)C)nc(N3CCCC3)n2)nn1	101.0	-0.8
Clc1ccc(C(OCCN2CCCCC2)c2ccccc2)cc1 (stereo not given)	102.0&101.0	0.3&0.2
Cc1ccccc1NC(=O)Cn1c(=O)n(Cc2ccco2)c(=O)c2ccc(C(=O)NC3CCCC3)cc21	106.0	0.4

Complete entries as entered above:
Listed for `Cc1ccc(S(=O)(=O)C2(C(=O)N3CC4CC(C3)c3cccc(=O)n3C4)CC2)cc1` (stereo not given) = Polio RdRp inh: 99.0; Polio RdRp inh FP z-score: -0.1
Listed for `O=C(O)c1ccc(-c2ccc(Br)cc2)cc1` = Polio RdRp inh: 102.0; Polio RdRp inh FP z-score: 0.1

Carrying on.
SMILES	Polio RdRp inh	Polio RdRp inh FP z-score
CC1CCN(S(=O)(=O)c2ccc3c(c2)CCN3C(=O)Nc2ccc(Br)cc2F)CC1	113.0	0.7
O=C(CN1C=NS(=O)(=O)c2ccccc21)Nc1ccccc1F	107.0	0
NNC(=O)c1cccc(Cn2cccn2)c1	101.0	0
COc1ccccc1/C=C/c1onc(C)c1S(=O)(=O)N1CCC(C(=O)N2CCC(C)CC2)CC1	104.0	-0.1
C=CCn1c(N)cc(=O)nc1SC(C)C(=O)Nc1ccccc1 (stereo not given)	103.0	0.3
CCS(=O)(=O)c1nc(S(=O)(=O)c2ccc(C)cc2)c(NC)s1	109.0	0.6
Cc1ccc(C)c(-c2nn(CC(=O)Nc3cc(F)ccc3F)c(=O)c3c2CCCC3)c1	110.0	1
N#Cc1ccc(C(=O)Nc2ccn(-c3ccccc3)n2)cc1	102.0	0.3
Cc1ccc(Nc2c(-c3ccc(N(C)C)cc3)nc3nc[nH]n23)cc1	102.0	-0.7
COc1ccc(N2CCN(C(=O)CCNS(=O)(=O)c3ccc4c(c3)CCN4C(=O)C3CC3)CC2)cc1	104.0	-0.9

Some values from the list.
Polio RdRp inh result of COc1ccc(C(=O)NC(=S)Nc2ccc(NC(=O)c3ccco3)cc2)cc1Cl = 98.0
Polio RdRp inh result of Cc1ccc2[nH]c3nc(NN)nnc3c2c1 = 102.0
Polio RdRp inh result of Cc1ccc(Cl)cc1N1CCN(CCCNC(=O)Cn2ncc3c([nH]c4ccccc43)c2=O)CC1 = 104.0
Polio RdRp inh result of Cc1c(Cl)sn(-c2ccc(Cl)cc2)c1=O = 101.0

Random excerpt: 2 compounds from above, in no set order.
SMILES	Polio RdRp inh	Polio RdRp inh FP z-score
COc1ccccc1/C=C/c1onc(C)c1S(=O)(=O)N1CCC(C(=O)N2CCC(C)CC2)CC1	104.0	-0.1
N#Cc1ccc(C(=O)Nc2ccn(-c3ccccc3)n2)cc1	102.0	0.3

More records
SMILES	Polio RdRp inh	Polio RdRp inh FP z-score
COc1ccc(NC(=O)CSc2nc3c(c(=O)[nH]2)CN(Cc2ccccc2)CC3)cc1Cl	107.0	-0.1
Cc1ccc(S(=O)(=O)CCSc2nccc(-c3cccs3)n2)cc1	100.0	-0.7
Cc1ccc(OCC(=O)Nc2ccc(OCc3cc(=O)n4c(C)csc4n3)cc2)cc1C	111.0	0.9
CCc1cccc(N(c2nc(-c3ccc(OC)c(OC)c3)no2)c2nc(-c3ccc(OC)c(OC)c3)no2)c1	103.0	1.4
CC1=C(C(=O)Nc2cc(Cl)ccc2C)C(c2ccco2)n2ncnc2N1 (stereo not given)	108.0	0.4
Cc1ccc(NCc2nc3ccccc3n2CCOc2ccccc2C)cc1	105.0	-0.1
CCOC(=O)N1CCN(c2ccnc3cc(Cl)ccc23)CC1	97.0	-0.9
O=C(c1cccs1)N1CC=C(c2ccccc2)CC1	105.0	0.6
CCC(C)NC(=O)c1cc2cc3cc(OC)ccc3nc2o1 (stereo not given)	101.0	-0.5
Cc1cc2ccccn2c1C(=O)Nc1ccccc1	101.0	-0.5
COc1ccc(CC(=O)NC2CC2)cc1OC	100.0	-0.1
COc1cc(OC)c(NC(=O)CSC2=Nc3ccccc3N=C(c3ccc(F)cc3)C2)cc1Cl	107.0	0
CCOC(=O)C1CCC(CN(Cc2c(Cl)cccc2Cl)S(=O)(=O)c2ccc(F)c(C)c2)CC1 (stereo not given)	109.0	0.1
COc1ccc(-c2noc(-c3ccc(N4CCC(C)CC4)c([N+](=O)[O-])c3)n2)cc1OC	103.0	-1
C/C(=N\NC(N)=O)c1ccc(C#N)cc1	104.0	0.2
NNC(=O)c1nnn(-c2nonc2N)c1CN1CCCC1	103.0	0.2
N#Cc1c(NC(=O)CON2C(=O)CCC2=O)sc2c1CCCC2	99.0	-0.8
O=C(Cn1c(=O)n(Cc2ccco2)c(=O)c2oc3ccccc3c21)NCc1ccccc1	101.0	-0.3
COc1ccc(-c2nnc(SCC(=O)Nc3ccc(C)c(C)c3)s2)cc1	107.0	0
COc1ccc(S(=O)(=O)SC)cc1N	96.0	-0.7
CC(C(=O)N(C)Cc1ccccc1)N1CCN(S(=O)(=O)c2ccccc2C(F)(F)F)CC1 (stereo not given)	104.0	0.1
Cc1ccc(Cn2c(=O)n(CCCC(=O)NCc3ccccc3Cl)c(=O)c3ccccc32)cc1	105.0	-0.3
COc1ccc(CSc2nc3ncccc3[nH]2)cc1	111.0	0.1
O=C(Cn1cc(SCc2ccccc2)c2ccccc21)N1CCCCCC1	116.0	0.1
O=C(Cc1c[nH]c2ccccc12)Nc1cccc(-n2cnnn2)c1	99.0	-0.1
O=S(=O)(N1CCCCC1)N1CCN(CC(O)COc2ccc3cc(Br)ccc3c2)CC1 (stereo not given)	101.0	-0.3
COc1ccccc1C(=O)NCCn1cc(SCc2ccc(C)cc2)c2ccccc21	109.0	1.3
c1n[nH]c2c1CNCC2	100.0	-0.3
CC(C)CNC(=O)c1ccc(CSc2ncn[nH]2)cc1	102.0	0.1
Cc1ccc(-n2nc(-c3ccccc3)c3cnc4cc5c(cc4c32)OCO5)cc1C	110.0	0.3
CCN1C(=O)c2cccc3c(NC(=O)C4CCCCC4)ccc1c23	112.0	2.9
CC(C)Cn1cc(C(=O)N2CCN(Cc3ccc4c(c3)OCO4)CC2)c2c3ccccc3n(C)c2c1=O	99.0	-0.4
N#CC1(C#N)C(C(=O)c2ccc(F)cc2)C12CCSCC2 (stereo not given)	102.0	0
CC(NC(=O)c1cccc(S(C)(=O)=O)c1)c1ccc2c(c1)OCCO2 (stereo not given)	100.0	-0.3
CCOC(=O)c1[nH]c2ccccc2c1NC(=O)c1ccccc1OCC	110.0	1.6
Cc1ncc(CO)c2c1Oc1nc(-c3ccccc3)nc(SCC(=O)Nc3cccc(C(F)(F)F)c3)c1C2	103.0	-0.9
CCOC(=O)c1[nH]c(C)c(CCC(=O)Nc2ccccc2OCC)c1C	107.0	0
O=c1nc2n(c3sc4c(c13)CCCC4)Cc1ccccc1C2	54.0	-4.1
O=C(Nc1ccc(Br)c(Cl)c1)c1ccc(C(=O)Nc2ccc(Br)c(Cl)c2)cc1	106.0	0.3

Reformatted: results already given.
CCN1C(=O)c2cccc3c(NC(=O)C4CCCCC4)ccc1c23
  Polio RdRp inh = 112.0 | Polio RdRp inh FP z-score = 2.9

CC(C)Cn1cc(C(=O)N2CCN(Cc3ccc4c(c3)OCO4)CC2)c2c3ccccc3n(C)c2c1=O
  Polio RdRp inh = 99.0 | Polio RdRp inh FP z-score = -0.4

From PubChem
